OXTR potentiator – human OXTR potentiators, primary screen, fluorescence, CHO-OTR cells, Fluo-8 calcium. Oxytocin receptor (Homo sapiens), P30559. Fluo-8 calcium fluorescence, potentiator mode; 0% = oxytocin EC15, 100% = EC100. activation, % at 3 µM. actives 0.061% (n = 320,000);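 active = activation above that plate's cutoff, the mean activation of tested compounds plus 3 SD, cut at about 6.6% in these data, passing the limit was not always enough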;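 note: 100% uses oxytocin at 75 nM as the full agonist control; some results filed as inactive read as strong as hits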
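System: human OTR in CHO cells; Also added: sub-maximal oxytocin, roughly EC15; Timing: compound 6 min at room temperature before oxytocin, 100 s read; Technique: Fluo-8 intracellular calcium fluorescence, ex 470-495, em 515-575 nm; Controls: oxytocin EC15 low and EC100 high; Replication: singlicate.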
OXTR ag – human OXTR agonists, primary screen, fluorescence, CHO-OTR cells, Fluo-8 calcium | Oxytocin receptor (Homo sapiens), P30559 | Fluo-8 calcium fluorescence; normalized: DMSO 0%, oxytocin 100% | activation, % at 3 µM | actives 0.32% (n = 320,000);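 active = activation above the mean of all tested compounds plus 3 SD, cutoff set per screening run, cut at about 20% in these data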;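 note: peak over basal fluorescence ratio from a 100 s FLIPR kinetic read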
CHO parental Ca – ATP-evoked calcium signal inhibitors, parental CHO, primary screen, counter-screen for OX1R antagonist project, cell-based, fluorescence, Fluo-8 calcium dye. actives 0.63% (n = 330,000). inhibition, % at 5.6 µM. parental CHO-K1, ATP-induced calcium, Fluo-8 fluorescence;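 active = inhibition above that plate's mean sample inhibition plus 3 SD, cut at about 26% in these data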;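 note: 0% = ATP-challenged DMSO wells and 100% = DMSO wells without ATP; some compounds past the cut are filed as inactive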
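Assay system: parental CHO cells; Read-out basis: percent inhibition of ATP-evoked calcium rise, normalized to controls; Benchmarks: ATP and no-ATP DMSO wells; Compound dosing: single nominal dose of 5.6 µM per compound; Signal: Fluo-8 calcium dye fluorescence; Also added: ATP as calcium-mobilizing challenge; Repeats: singlicate.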
M1 ag parental – counter-screen for M1 agonists: effect in parental CHO-K1 cells; activation, % at 3 µM; Fluo-8 calcium fluorescence; scaled to maximal ATP response, vehicle zero; AID 602248, 2012; actives 0.48% (n = 360,000); in the data active = activation above about 15%;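 note: untransfected CHO-K1 host cells lacking M1 receptor as counterscreen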
CHO-K1 Ca antag – nonselective inhibitor or artifact in parental CHO-K1 cells; actives 0.6% (n = 360,000); AID 602250; ATP-induced calcium, Fluo-8 fluorescence; inhibition, % at 3 µM;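 active = inhibition above a per-plate cutoff, the plate's mean sample inhibition plus 3 SD, cut at about 24% in these data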;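 note: 0% = DMSO plus EC80 ATP and 100% = DMSO alone without ATP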
TAAR1 antagonist – human TAAR1 antagonists, primary screen, Fluo-8 calcium fluorescence, CHO RD-HGA16 cells; antagonist; actives 1.5% (n = 360,000); inhibition, % at 3 µM; Trace amine-associated receptor 1 (Homo sapiens), Q96RJ0;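 active = inhibition above a per-plate cutoff, the mean inhibition of test compounds on that plate plus 3 SD, cut at about 49% in these data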;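 note: 0% = DMSO plus EC80 beta-PEA response and 100% = DMSO alone without agonist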
Target sequence (Q96RJ0 whole entry, looked up): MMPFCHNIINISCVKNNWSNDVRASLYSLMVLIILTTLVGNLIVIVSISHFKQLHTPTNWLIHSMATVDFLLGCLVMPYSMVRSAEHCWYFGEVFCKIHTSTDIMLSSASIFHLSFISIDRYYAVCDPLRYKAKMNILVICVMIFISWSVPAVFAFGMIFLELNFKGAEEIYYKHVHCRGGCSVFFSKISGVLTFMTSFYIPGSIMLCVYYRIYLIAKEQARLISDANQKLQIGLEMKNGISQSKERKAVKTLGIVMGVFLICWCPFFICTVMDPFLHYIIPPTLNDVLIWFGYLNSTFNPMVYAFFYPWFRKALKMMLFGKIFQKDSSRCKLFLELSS
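Assay system: RD-HGA16 CHO cells with stable hTAAR1 and Gα16 / Reagent: EC80 β-phenethylamine stimulus / Doses: 3 µM, single point / Timing: dye loading 75 min at 37 °C, then 30 min room temperature / Measured by: Fluo-8 intracellular calcium dye fluorescence, real-time kinetic reads / Controls: vehicle wells and EC80 agonist wells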
CHO-K1 Ca PAM – nonselective calcium activators in parental CHO-K1 cells, primary screen, counter-screen for M1 PAM project, cell-based, Fluo-8 calcium fluorescence, full deck, 1536-well | ATP EC20; 0% at ATP EC20, 100% at ATP max | activation, % at 3 µM | actives 0.02% (n = 360,000) | AID 602247, 2012;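 active = activation above the run cutoff, the mean activation of all test compounds plus 3 SD, cut at about 40% in these data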;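 note: peak over basal fluorescence ratio in a 140 s read after ATP addition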
V1aR counter – agonists of human V1a receptor, primary screen, counter-screen for OXTR agonist project, fluorescence, CHO-V1R cells; Vasopressin V1a receptor (Homo sapiens), P37288; Fluo-8 calcium fluorescence, agonist mode; 0% DMSO, 100% 3 nM vasopressin; activation, % at 3 µM; actives 0.25% (n = 320,000); AID 2797, 2010;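 active = activation above the mean activation of all tested compounds plus 3 SD, per screening run, cut at about 20% in these data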;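 note: signal is peak over basal fluorescence ratio across a 100 second FLIPR read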
GPR7 antagonist – GPR7 receptor antagonists, primary screen, cell-based, fluorescence, single concentration; GPR7-expressing cells, fluorescence antagonist assay; inhibition, % at 4.4 µM; actives 1.1% (n = 290,000); Neuropeptides B/W receptor type 1 (Homo sapiens), P48145; in the data active = inhibition above about 16%, passing the limit was not always enough;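 note: cells stimulated with the agonist NPW; 0% = agonist with vehicle and 100% = vehicle without agonist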
Target sequence (P48145 whole entry, looked up): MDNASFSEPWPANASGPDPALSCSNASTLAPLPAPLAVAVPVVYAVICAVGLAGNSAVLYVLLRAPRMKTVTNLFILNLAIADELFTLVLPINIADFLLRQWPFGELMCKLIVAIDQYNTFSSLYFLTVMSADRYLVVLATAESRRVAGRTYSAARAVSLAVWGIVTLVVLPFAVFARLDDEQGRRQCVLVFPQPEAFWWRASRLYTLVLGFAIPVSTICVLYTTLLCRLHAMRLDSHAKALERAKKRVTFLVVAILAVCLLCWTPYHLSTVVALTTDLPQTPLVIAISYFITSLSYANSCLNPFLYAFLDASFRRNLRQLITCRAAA
Starred values were filed as active, the others as inactive; x = not tested or not shown; & = joins results of further samples.

SMILES | OXTR potentiator | OXTR ag | CHO parental Ca | M1 ag parental | CHO-K1 Ca antag | TAAR1 antagonist | CHO-K1 Ca PAM | V1aR counter | GPR7 antagonist
Brc1csc(/C=N/Nc2nc3ccccc3s2)c1 | -9 | -2.4 | -25 | 0.3 | -4 | -11 | 6 | -1.2 | -5
CC(=O)c1ccc(N2CCN(S(=O)(=O)c3c(C)[nH]c(=O)[nH]c3=O)CC2)cc1 | -14 | 0.8 | -2 | 0.3 | 16 | 5 | -11 | 1.1 | -11
Cc1ccc2c(CC(=O)O)coc2c1 | 1 | 1.1 | 2 | 0.0 | -4 | -13 | 14 | -0.3 | 2
Cc1cc(C)nc(/N=C(\N)Nc2ccc3c(c2)OCCO3)n1 | -15 | 0.3 | -9 | 1.0 | 3 | 9 | 0 | 0.9 | -3
Cc1cc(S(=O)(=O)Nc2ccccc2C)ccc1F | -10 | -2.0 | -17 | 0.4 | -13 | 8 | 22 | -1.1 | 0
COc1ccc(/C=C2/SC(=O)N(NS(=O)(=O)c3ccccc3)C2=S)cc1OC | 1 | 1.3 | -17 | 6.6 | -25 | 63* | -4 | 0.4 | -5
C[C@@H]1CN([C@@H](C)CO)C(=O)CCCn2cc(nn2)CO[C@H]1CN(C)S(=O)(=O)c1ccccc1 | x | x | x | 0.1 | -10 | -7 | 10 | x | x
COc1ccccc1-c1cn[nH]c1-c1ccc(OCc2ccccc2F)cc1O | -27 | -1.2 | -12 | 0.4 | -15 | 22 | 11 | 0.3 | -4
CC(C)=CCc1c2c(c3occ(-c4ccc(O)cc4)c(=O)c3c1O)C=CC(C)(C)O2 | 0 | -0.6 | 11 | 0.8 | 7 | -17 | 9 | -1.3 | -17
CCCCn1c(SCc2ccc(C(=O)OC)o2)nc2cc(S(N)(=O)=O)ccc21 | -7 | 1.3 | 3 | 3.2 | 0 | -1 | 10 | 2.9 | -13
COc1ccc(Cl)cc1NC(=O)CN(C)C(=O)c1ccc2n[nH]nc2c1 | -4 | -0.6 | 2 | 2.2 | -6 | -7 | 27 | 1.4 | x
Cc1ccc(SCc2ccc(C(=O)Nc3nccs3)o2)cc1 | -4 | -1.7 | -22 | 1.6 | 0 | 1 | 2 | 1.4 | -8
Cc1ccccc1S(=O)(=O)NC(=O)C1(C)CCN1C(=O)CC(c1ccccc1)c1ccccc1 (stereo not drawn) | x | x | x | 0.0 | 0 | -1 | 6 | x | x
Cn1c(Cc2ccccc2)nnc1SCC(=O)c1ccc(Br)s1 | 1 | 0.2 | -8 | 0.1 | -1 | -10 | 8 | -0.1 | -8
CC(=O)Nc1ccc(S(=O)(=O)NC(C)C(=O)OCCOc2ccc(F)cc2)cc1 (stereo not drawn) | -4 | 5.8 | -5 | 3.9 | -19 | 8 | -13 | 3.5 | x
Cc1cccc(NC(=S)N(CCN(C)C)C(C)c2cccnc2)c1 (stereo not drawn) | 4 | 0.2 | 3 | 0.8 | -11 | -30 | 4 | 1.5 | 10
COc1ncccc1C(=O)N1CCCC(C(=O)c2cccc(OC(C)C)c2)C1 (stereo not drawn) | 3 | 1.0 | -7 | 1.0 | 1 | 3 | 6 | -0.3 | -5
O=C(Cc1ccc(S(=O)(=O)N2CCCC2)s1)N1CCN(c2ccccc2)CC1 | 0 | 2.3 | -9 | 1.9 | -10 | -4 | 18 | 2.0 | -4
COc1ccc2[nH]c3c(c2c1)CCN1C(=O)C(CC(=O)NCc2cccc(C(F)(F)F)c2)C[C@H](C(=O)N2CCOCC2)[C@@]31C (stereo partly drawn) | x | x | -19 | 0.3 | -23 | -32 | 20 | x | x
Cc1cc(C)cc(C(=O)OCC(=O)NCC(F)(F)F)c1 | 0 | -0.9 | -8 | 0.3 | -5 | -14 | 15 | -0.8 | 9
N#Cc1cc(Oc2ccccc2)c(-n2nnc3ccccc32)cc1C#N | -4 | -0.8 | -8 | 0.2 | -7 | -21 | 18 | -0.2 | -11
O=C(NC1CCN(Cc2ccccc2)CC1)C1CCN(S(=O)(=O)c2ccc(Cl)cc2)CC1 | -2 | 4.7 | -14 | 5.6 | -22 | -7 | 1 | 5.5 | -3
CCOC(=O)c1c(NC(=O)Cc2ccccc2)sc2c1CCN(C)C2 | -6 | 1.7 | -20 | 0.7 | 2 | -14 | -1 | 3.2 | 6
CCS(=O)(=O)c1ccc(O)c(NC(=O)Nc2ccc(C(C)(C)C)cc2)c1 | -7 | -0.9 | 5 | 4.3 | 3 | -31 | 16 | 0.6 | 1
CCCCC(=O)N(C)c1c(CC)nc2c(OCC(=O)N(C)C)cccn12 | x | x | x | 0.3 | -3 | 1 | -2 | x | x
Cc1cc(Br)c(NC(=O)CN(C)CCOc2ccccc2)c(Br)c1 | 4 | -1.5 | 5 | 1.4 | 0 | 2 | 2 | 0.0 | -14
O=C(/C=C/c1cccc([N+](=O)[O-])c1)N1CC[C@@]2(O)CCCC[C@H]2C1 | -4 | 0.2 | -12 | 0.7 | -4 | -11 | 9 | 0.4 | -10
CCOC(=O)c1ccc(-n2c(CN3CCN(CC)CC3)nc3ccc([N+](=O)[O-])cc3c2=O)cc1 | -1 | 1.1 | -3 | 2.0 | -13 | -17 | 11 | 0.0 | -13
CN(c1ccc(OCC(=O)NC2CCCC2)cc1)S(=O)(=O)c1cccs1 | -17 | 2.6 | -9 | 2.0 | -3 | 8 | 13 | 3.6 | 11
CC(=O)c1ccccc1NC(=O)COC(=O)CCCN1C(=O)c2cccc3cccc(c23)C1=O | -7 | -0.6 | -8 | 0.4 | 0 | -11 | 7 | 0.3 | -10
COc1ccc(-c2cc(=O)c3cc(OC)c(OC)cc3[nH]2)cc1 | -11 | 0.6 | -5 | 0.0 | -1 | 6 | -15 | -0.2 | 6
O=C1CCC(C(=O)N2CCSCC2)CN1Cc1ccc(Cl)cc1 (stereo not drawn) | -1 | 0.9 | -21 | -0.1 | 23 | -19 | 5 | 0.8 | 11
O=c1[nH][nH]c2c1C(c1ccc(F)cc1)OC(CCc1ccccc1)C2 (stereo not drawn) | x | x | x | 0.3 | -17 | -14 | 25 | x | x
CCOC(=O)C1=C[C@@H](C(C)(C)C)N(S(=O)(=O)c2ccc(C)cc2)[C@H]1c1cccc2ccccc12 | x | x | x | 0.7 | 9 | -22 | 1 | x | x
CCOC(=O)c1oc2ccc(CNC(C)(C)C)c(Cl)c2c1C | -2 | 2.7 | -16 | 2.2 | -26 | -25 | 17 | 2.2 | -14
O=C(CN1C(=O)S/C(=C\c2ccccc2F)C1=O)NC1CCS(=O)(=O)C1 (stereo not drawn) | -6 | 0.3 | -4 | 0.0 | -12 | 1 | 8 | 1.3 | -8
COc1ccc(NC(=O)CCNS(=O)(=O)c2ccc(Cl)c([N+](=O)[O-])c2)cc1S(N)(=O)=O | -5 | -0.1 | -15 | 0.9 | -7 | -4 | 13 | 0.0 | -2
Cc1ccc(-n2nnnc2SCC(=O)NC(=O)Nc2ccc3c(c2)OCCO3)cc1 | -1 | 2.3 | -8 | 1.8 | -24 | -6 | 14 | 2.1 | -19
COCCN(C(=O)COC(=O)COc1ccc2c(c1)CCC2)c1c(N)n(Cc2ccccc2)c(=O)[nH]c1=O | -4 | -0.9 | 3 | 0.6 | 8 | -6 | 1 | -0.4 | x
CCN(C(=O)CCN1C(=O)c2ccccc2S1(=O)=O)c1ccccc1 | -2 | -0.6 | -4 | -0.3 | 3 | -24 | -17 | -1.3 | x
CCOc1ccccc1N1CCN(CC(O)COCc2cccs2)CC1 (stereo not drawn) | -6 | 9.7 | -22 | 2.4 | -12 | 1 | 9 | 2.1 | -2
Cc1cccc(NC(=O)c2nc[nH]c2C(=O)NC2CCN(C(=O)OC(C)(C)C)CC2)c1 | -1 | 0.9 | -13 | 1.0 | -20 | 2 | 24 | 1.0 | x
O=S(=O)(c1cccc(Cl)c1)N1CN(CC2CCCO2)c2nc3ccccc3nc21 (stereo not drawn) | -1 | 1.4 | -13 | 0.7 | -12 | -19 | 9 | 3.2 | 9
CCOc1ccc2c(c1)c1nnc(SCC(=O)NC3CC3)nc1n2C | -1 | -1.7 | -1 | 1.0 | -10 | -3 | -4 | -0.5 | -7
COCCN1C(=O)N(c2cccc(OC)c2)C(=O)C1CC(=O)Nc1ccc(OC)cc1 (stereo not drawn) | -7 | 0.5 | -1 | 0.7 | -8 | -16 | 18 | -0.4 | 2
O=C(Nc1nccs1)c1ccc(NC(=O)C2CC=CCC2C(=O)O)cc1 (stereo not drawn) | 1 | 0.3 | -2 | 0.1 | -15 | -4 | 19 | 0.8 | -6
CCNC(=O)COC(=O)C1CCN(S(=O)(=O)c2ccc3c(c2)OCCO3)CC1 | -1 | 0.7 | 7 | 4.3 | 3 | -8 | 13 | 0.1 | x
CCOC(=O)C(C)(C)Sc1ncnc2nc[nH]c12 | 3 | -0.1 | -3 | 0.1 | -19 | 0 | 7 | 0.0 | -1
CC1=C(C(=O)OCc2ccccc2)C(c2ccc(Cl)cc2)NC(=O)N1C (stereo not drawn) | -15 | -1.7 | -28 | -0.3 | 8 | -14 | -17 | 0.1 | -5
CN(C)CC/C=C1/c2cc(F)ccc2CSc2ccc(F)cc21 | -11 | 5.6 | -11 | 1.0 | -11 | -1 | 22 | 3.0 | 13
c1ccc(CNc2ncnc3ccccc23)cc1 | -10&-19 | 15&12 | 6&4 | 6.2&14 | 13&15 | -2&0 | 10&-4 | 8.1&9.7 | -2&-6

Screening results (PubChem BioAssay)
